Assay outcomes from PubChem.
KCNQ1 pot – potentiators or activators of human KCNQ1 potassium channel; CHO-K1 KCNQ1, thallium flux FluxOR fluorescence; active compounds read high; B-score at 10 µM; 310,000 tested, 0.35% active; AID 2648;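 active = fluorescence ratio B-score, a plate-corrected score, at least three library SD, with initial intensity B-score within 5 SD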
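assay system = KCNQ1-transfected CHO-K1 cells | medium = assay buffer with matched DMSO | probe or stimulus = depolarizing K+/Tl+ stimulus, K2SO4 and Tl2SO4 each 12.5 mM in 5x stock | dosing = single dose | incubation = dye 90 min, compound 20 min, room temperature | detection = kinetic FluxOR fluorescence, 10 s baseline plus 110 s post-stimulus | evaluation = ratio B score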
TRPC4 potent – TRPC4 (mouse) allosteric potentiation | Q9QUQ5 | HEK293 TRPC4beta/mu-opioid, DAMGO EC20, Fluo-4 Ca2+ flux; active compounds read high | B-score at 10 µM | 310,000 tested, 0.42% active;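 active = B-score of calcium response area above 5 SD of library B-scores, with initial fluorescence ratio within 5 SD of library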;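 note: B-score of integrated fluorescence ratio over time as area under calcium response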
Target sequence (Q9QUQ5 whole entry, looked up): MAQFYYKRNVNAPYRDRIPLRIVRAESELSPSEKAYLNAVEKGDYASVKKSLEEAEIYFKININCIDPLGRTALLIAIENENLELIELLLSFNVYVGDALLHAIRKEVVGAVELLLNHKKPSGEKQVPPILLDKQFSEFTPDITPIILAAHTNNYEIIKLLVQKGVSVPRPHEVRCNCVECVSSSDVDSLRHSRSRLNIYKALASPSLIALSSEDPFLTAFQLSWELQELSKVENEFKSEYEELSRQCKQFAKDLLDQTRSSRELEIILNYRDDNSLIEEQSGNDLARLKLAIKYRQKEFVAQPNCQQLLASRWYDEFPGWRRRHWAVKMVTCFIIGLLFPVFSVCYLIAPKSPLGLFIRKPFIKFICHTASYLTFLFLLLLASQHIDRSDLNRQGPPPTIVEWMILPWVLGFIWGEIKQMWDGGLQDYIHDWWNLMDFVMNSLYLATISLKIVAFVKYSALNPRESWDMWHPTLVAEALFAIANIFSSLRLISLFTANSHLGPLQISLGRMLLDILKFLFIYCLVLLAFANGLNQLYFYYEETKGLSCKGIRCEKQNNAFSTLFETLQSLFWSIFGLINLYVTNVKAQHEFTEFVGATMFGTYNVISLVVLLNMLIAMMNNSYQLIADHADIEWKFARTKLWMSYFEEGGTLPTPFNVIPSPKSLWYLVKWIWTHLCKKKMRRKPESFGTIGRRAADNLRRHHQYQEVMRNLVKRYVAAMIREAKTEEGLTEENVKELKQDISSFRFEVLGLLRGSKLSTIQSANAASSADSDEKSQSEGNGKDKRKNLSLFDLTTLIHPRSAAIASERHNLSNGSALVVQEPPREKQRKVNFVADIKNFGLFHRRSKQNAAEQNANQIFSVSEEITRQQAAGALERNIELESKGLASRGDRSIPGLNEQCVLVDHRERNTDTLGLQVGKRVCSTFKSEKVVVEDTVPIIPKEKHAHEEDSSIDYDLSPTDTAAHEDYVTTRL
hERG protect – hERG (human) protection from proarrhythmic block; 310,000 tested, 0.51% active; activation (rescue from dofetilide block), less the hit threshold, % at 10 µM; CHO-hERG, FluxOR thallium flux, dofetilide IC70 present;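 active = activation above the mean of controls blocked by dofetilide plus 5 SD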;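 note: thallium influx through hERG after potassium depolarization seen as dye fluorescence rise; in these data hits start at about 4.7%; inactives centre near -7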
Platelet DG rel – modulates dense granule release in human platelets | inhibition, %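 (compounds screened at 7.5 µM in platelet-rich plasma)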 | human platelet-rich plasma, SFLLRN dense granule ATP release, luminescence | 300,000 tested, 0.22% active;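 active = mean replicate score, as percent of positive control, at or above 50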
Dyrk1A ADPGlo – blocks rat Dyrk1A kinase activity; Q63470; ADP-Glo luminescence, NFATc1 peptide; inhibition, % at 12.5 µM; 310,000 tested, 0.43% active; in the data active = inhibition above about 50%;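 note: plate controls were vehicle with enzyme for no effect and no enzyme for full effect; many of its hits are not listed in these tables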
KCNK9 block – inhibitors of human KCNK9 two-pore domain potassium channel; HEK293 KCNK9, FluxOR thallium flux fluorescence; active compounds read low; B-score at 10 µM; 310,000 tested, 1.2% active;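 active = ratio B-score over 3 SD below the library mean, with starting fluorescence within 5 SD of its mean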;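 note: negative B-score means less thallium flux so channel inhibition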
KCNQ1 inh – human KCNQ1 channel inhibition | 310,000 tested, 1.3% active | P51787 | CHO-K1 KCNQ1, FluxOR thallium flux fluorescence; active compounds read high | AID 2642 | B-score at 10 µM;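 active = compounds whose thallium flux B-score, printed positive for inhibition, exceeds three library SD while starting fluorescence stays within three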;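 note: channel opened by potassium depolarization with thallium stimulus after 20 min compound exposure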
PolyA inh – blocks polyadenylation in yeast reporter cells; calls only at 12 µM; 300,000 tested, 0.02% active; AID 1875; S. cerevisiae SKY197-pL101 polyadenylation reporter, beta-gal luminescence; efflux-impaired pdr1/pdr3 knockout yeast; score 100 = 6 SD above DMSO;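 active = lowest replicate activity score at least 50, where 100 means six control SD above control mean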;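 note: yeast exposed to compound for 9 h at 30 °C; higher score means more reporter readthrough which indicates perturbed polyadenylation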
KCNK3 block – human KCNK3 channel inhibition, primary screen; CHO-KCNK3 thallium flux, FluxOR fluorescence; active compounds read low; B-score at 10 µM; 340,000 tested, 0.84% active; O14649;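 active = B-score under library mean minus 4 SD, starting fluorescence ratio at most library mean plus 5 SD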;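 note: more negative B-score means stronger inhibition of thallium flux through KCNK3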
TRPC4 act – activators of mouse TRPC4 channel | Q9QUQ5 | AID 2237 | B-score at 10 µM | 310,000 tested, 0.49% active | HEK293 TRPC4beta/mu-opioid, Fluo4 calcium fluorescence; active compounds read high;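 active = B-score above 5 SD of library B-scores, and initial fluorescence ratio not above library mean plus 5 SD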;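 note: positive B-score marks a calcium rise read as TRPC4 activation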
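System: HEK293 cells stably co-expressing mouse TRPC4beta and mu-opioid receptor; Schedule: Fluo4 dye loading 45 min at room temperature, 110 s recording; Detection: Fluo4 fluorescence, kinetic; Evaluation: B-scored integrated calcium fluorescence ratio; Controls: buffer (low) and maximal DAMGO (high).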
TRPC4 block – inhibitors of mouse TRPC4 channel. Q9QUQ5. HEK293 TRPC4beta/mu-opioid, DAMGO-evoked Fluo4 calcium flux; active compounds read low. B-score at 10 µM. 300,000 tested, 0.39% active;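 active = B-score over 3 SD under the library average, no early fluorescence shift, positive overall ratio signal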
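System: stable TRPC4beta/mu-opioid receptor HEK293 cells; Dosing: single-point compound dosing; Measured by: Fluo4 Ca2+ flux fluorescence; Read-out basis: per-well B score of integrated baseline-normalized Fluo4 ratio.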
An asterisk follows results filed as active; i = inactive; . = no result given.

Sample of the layout:
SMILES | KCNQ1 pot | TRPC4 potent | hERG protect | Platelet DG rel | Dyrk1A ADPGlo | KCNK9 block | KCNQ1 inh | PolyA inh | KCNK3 block | TRPC4 act | TRPC4 block
COc1ccccc1Nc1nc(N2CCCC2)nc(N2CCOCC2)n1 | i | i | -10 | 0 | 3 | i | i | i | i | i | i
Cc1ccc(S(=O)(=O)N2CCN(C(=O)C(C)Cn3cncn3)CC2)cc1 (centres undefined) | i | i | -2 | 2 | 6 | i | i | i | i | i | i
CC(C)(C)C(=O)Nc1ccc(N2CCN(S(C)(=O)=O)CC2)cc1 | i | i | -2 | 0 | 3 | i | i | i | i | i | i
O=C(Cn1c(-c2ccc(Cl)cc2)noc1=O)N1CCN(c2ccccc2F)CC1 | i | i | -18 | -4 | -2 | i | i | i | i | i | i
COC(=O)CSc1nc(C(C)C)nc2ccccc12 | i | i | -8 | 4 | 3 | i | i | i | i | i | i

This part in full (from the top)
SMILES | KCNQ1 pot | TRPC4 potent | hERG protect | Platelet DG rel | Dyrk1A ADPGlo | KCNK9 block | KCNQ1 inh | PolyA inh | KCNK3 block | TRPC4 act | TRPC4 block
COc1ccccc1Nc1nc(N2CCCC2)nc(N2CCOCC2)n1 | i | i | -10 | 0 | 3 | i | i | i | i | i | i
Cc1ccc(S(=O)(=O)N2CCN(C(=O)C(C)Cn3cncn3)CC2)cc1 (centres undefined) | i | i | -2 | 2 | 6 | i | i | i | i | i | i
CC(C)(C)C(=O)Nc1ccc(N2CCN(S(C)(=O)=O)CC2)cc1 | i | i | -2 | 0 | 3 | i | i | i | i | i | i
O=C(Cn1c(-c2ccc(Cl)cc2)noc1=O)N1CCN(c2ccccc2F)CC1 | i | i | -18 | -4 | -2 | i | i | i | i | i | i
COC(=O)CSc1nc(C(C)C)nc2ccccc12 | i | i | -8 | 4 | 3 | i | i | i | i | i | i
COc1cc(/C=N/OCC(=O)Nc2cc(C)on2)ccc1OCc1ccccc1 | i | i | -8 | -39 | -11 | i | i | i | i | i | i
CCC(C)(C)NC(=O)C(c1cccn1C)N(C(=O)Cn1nnc2ccccc21)c1ccc(F)cc1 (centres undefined) | i | i | -6 | 19 | 13 | i | i | i | i | i | i
O=C(O)CCCC(=O)NCCCCc1ccccc1 | i | i | -10 | 6 | 0 | i | i | i | i | i | i
COc1ccccc1-n1c(SCC(=O)N2CCCCC2)nnc1-c1ccccc1O | i | i | 3 | 1 | -8 | i | i | i | i | i | i
CC(C(=O)NCCS(=O)(=O)c1ccc(Cl)cc1)S(=O)(=O)c1ccccc1 (centres undefined) | i | i | -7 | 2 | 0 | i | i | i | i | i | i
COc1ccc2c(COC(=O)CNC(=O)C34CC5CC(CC(C5)C3)C4)cc(=O)oc2c1 | i | i | -13 | 10 | -1 | i | i | i | i | i | i
CN(C(=O)c1ccc2c(=O)n3c(nc2c1)CCCCC3)c1ccccc1 | i | i | -5 | 2 | -1 | i | i | i | i | i | i
COc1ccc(CNC(=O)CN(C(=O)c2snc(C(N)=O)c2N)c2ccc(OC)c(OC)c2)cc1 | i | i | -8 | 7 | 10 | i | i | i | i | i | i
Cc1cc(OCC(=O)NCc2nc(-c3ccccc3)no2)c(C)cc1Br | i | i | -7 | -19 | -5 | i | i | i | i | i | i
CCOC(=O)CNC(=O)c1cnn2cccnc12 | i | i | -6 | 6 | 3 | i | i | i | i | i | i
COc1cc(/C=N/n2c(COc3ccccc3)n[nH]c2=S)cc(OC)c1OC(C)=O | i | i | -3 | -6 | -6 | i | i | i | i | i | i
CC[C@H](C)[C@H](NC(N)=O)C(=O)Nc1ccccc1F | i | i | -15 | -4 | -3 | i | i | i | i | i | i
CC(=O)NCC(=O)N(c1ccccc1)C1(C(=O)NC2CCCCC2)CCCCC1 | i | i | -6 | . | 1 | i | i | i | i | i | i
O=C1C2C3C=CC(C2C(=O)N1CCO)C1C(=O)N(CCO)C(=O)C31 (centres undefined) | i | i | -8 | -2 | -4 | i | i | i | i | i | i
NS(=O)(=O)c1ccc(NC(=S)NCc2cccs2)cc1 | i | i | 6.6* | 1 | -2 | i | i | i | i | i | i
COc1cccc(C(=O)N(Cc2ccco2)Cc2cc3cccc(C)c3[nH]c2=O)c1 | i | i | -12 | 0 | 1 | i | i | i | i | i | i
Cc1cccc(NC(=O)C2CCCN(C(=O)Nc3ccccc3)C2)c1C (centres undefined) | i | i | -11 | -5 | 21 | i | i | i | i | i | i
Cn1c(CNC(=O)c2ccccc2F)nnc1SCC(=O)Nc1nncs1 | i | i | -3 | 4 | 0 | i | i | i | i | i | i
CN(C)c1nc(OCC(=O)NC(C)(C)C)nc(N(C)C)n1 | i | i | -8 | -4 | -3 | i | i | i | i | i | i
O=C(CSc1nnnn1-c1ccc(F)cc1)NCc1cccs1 | i | i | -4 | . | 2 | i | i | . | i | i | i
COc1ccc(COC(=O)C2=C(C)NC(=O)NC2c2ccc(OC)c(OC)c2)cc1 (centres undefined) | i | i | -7 | 0 | . | i | i | i | i | i | i
Cc1ccc(C)c(N2C(=O)C3C4C=CC(CC4)C3C2=O)c1 (centres undefined) | i | i | -10 | -4 | . | i | i | i | i | i | i
Cc1ccc2oc(=O)n(CC(=O)OCCC(C)C)c2c1 | i | i | -19 | 8 | 4 | i | i | i | i | i | i
CCCCNC(=O)C1c2cc(OC)c(OC)cc2C(=O)N(C)C1c1ccc(OC)cc1 (centres undefined) | i | i | -12 | -1 | -13 | i | i | i | i | i | i
CC(NC(=O)C1CCCN(C(=O)N(C)C)C1)c1ccccc1 (centres undefined) | i | i | -1 | 2 | 1 | i | i | i | i | i | i
O=C(COc1ccc2ccccc2c1Br)NCc1ccccn1 | i | i | -15 | 4 | 2 | i | i | i | i | i | i
O=C(Cn1cc(/C=N/NC(=O)c2ccccc2Br)c2ccccc21)Nc1ccc(F)cc1 | i | i | -4 | -1 | -7 | i | i | i | i | i | i
CCOc1ccc(NC(=O)CNc2ccc(C)cc2Cl)cc1 | i | i | -6 | -11 | 0 | i | i | i | i | i | i
Cc1csc(NC(=O)c2cccc([N+](=O)[O-])c2C(=O)O)n1 | i | i | -9 | -9 | -1 | i | i | i | i | i | i
N#CC1(NC(=O)COC(=O)CCCN=C2NS(=O)(=O)c3ccccc32)CCCCC1 | i | i | -13 | 4 | 4 | i | i | i | i | i | i
CCc1ccc(-c2nc(CN3CCCC(C(=O)NCCc4ccc(OC)c(OC)c4)C3)c(C)o2)cc1 (centres undefined) | i | i | -26 | 0 | 1 | i | i | i | i | i | i
CN(C)c1ccc(C(=O)n2nnc3ccccc32)cc1 | i | i | 3 | 16 | 4 | i | i | i | i | i | i
CCC(C)(C(=O)NC1CCCC1)N(C)C(=O)Cc1c[nH]c2ccccc12 (centres undefined) | i | i | -4 | 3 | -3 | i | i | i | i | i | i
COC(=O)CCCCC1SCC(NC(=O)OC)C1NC(=O)OC (centres undefined) | i | i | -3 | 13 | 5 | i | i | i | i | i | .
COc1ccccc1CNC(=O)C1CCN(S(C)(=O)=O)CC1 | i | i | -12 | 1 | -1 | i | i | i | i | i | i
NC(N)=NNC(=O)c1ccccc1Cl | i | i | -8 | 8 | -4 | i | i | i | i | i | i
O=C(c1cc2ccccc2o1)N(Cc1ccco1)Cc1cccs1 | i | i | -20 | 15 | 12 | i | 7* | i | i | i | i
O=C(NCc1ccncc1)NC1CCCCC1 | i | i | -12 | -1 | -4 | i | i | i | i | i | i
CC(=O)Nc1ccc(N2C(=O)CC(Sc3nc4ccccc4s3)C2=O)cc1 (centres undefined) | i | i | -12 | -7 | 3 | i | i | i | i | i | i
Cc1ccc(NC(=O)/C(=C\c2cccnc2)NC(=O)c2ccco2)cc1 | i | i | -12 | -5 | 1 | i | i | i | i | i | i
COc1ccc(-n2cc(CNCc3cnc4ccccn34)c(-c3cccc(F)c3)n2)cc1 | i | i | -13 | -1 | 4 | i | i | i | i | i | i
CCOC(=O)c1cn(Cc2ccc(Br)cc2)nn1 | i | i | -6 | 37 | 2 | i | i | i | i | i | i
COc1ccc(NC(=O)CN(C)C(=O)c2ccc(NC3CC3)c([N+](=O)[O-])c2)cc1 | i | i | -12 | -59 | 6 | i | i | i | i | i | i
Cc1cc(C)n2nc(SCc3nnc(SCc4ccccc4C)s3)nc2n1 | i | i | -5 | -10 | -2 | i | i | i | i | i | i
COc1ccc(COC(=O)C2=C(C)NC(=O)NC2c2ccccc2)cc1 (centres undefined) | i | i | -11 | 3 | 1 | i | i | i | i | i | i
(next part)
SMILES | KCNQ1 pot | TRPC4 potent | hERG protect | Platelet DG rel | Dyrk1A ADPGlo | KCNK9 block | KCNQ1 inh | PolyA inh | KCNK3 block | TRPC4 act | TRPC4 block
Clc1ccc(CSc2ncn(-c3ccccc3)n2)cc1 | i | i | -4 | 0 | -1 | i | i | i | i | i | i
O=C(Cc1ccccc1)NCC(=O)N1CCN(c2ccccc2)CC1 | i | i | -9 | -6 | 3 | i | i | i | i | i | i
O=C(NCC1CCCO1)C1CCCN1C(=O)Nc1ccc(Cl)cc1 (centres undefined) | i | i | -20 | 0 | 0 | i | i | i | i | i | i
CCCN(C(=O)COC(=O)c1cc(CC)c(C)s1)c1c(N)n(Cc2ccccc2)c(=O)[nH]c1=O | i | i | -9 | 2 | 6 | i | i | i | i | i | i
CC(=O)c1cccc(NC(=O)c2ccc(NS(C)(=O)=O)cc2)c1 | i | i | -9 | -4 | 5 | i | i | i | i | i | i
CCN1CCN(C2=C(NS(=O)(=O)c3ccc(NC(C)=O)cc3)C(=O)c3ccccc3C2=O)CC1 | i | i | -7 | 10 | -3 | i | i | i | i | i | i
CC([NH2+][O-])C(C)(C)NO (centres undefined) | i | i | -7 | -33 | -6 | i | i | i | i | i | i
O=[N+]([O-])c1cccc(CN2CCCCCC2)c1 | i | i | -3 | 4 | -5 | i | i | i | i | i | i
COc1ccc(NC(=O)CSc2nc3c(c(=O)[nH]2)CCC3)cc1OC | i | i | -9 | 1 | 3 | i | i | i | i | i | i
COc1ccc(-c2nc(CN3CCN(C(=O)c4ccco4)CC3)c(C)o2)cc1OC | i | i | -8 | 6 | -1 | i | i | i | i | i | i
COC(=O)CCC(=O)Nc1ccc(C)cc1OC(=O)CCC(=O)OC | i | i | -9 | -21 | 3 | i | i | i | i | i | i
O=C(COC(=O)c1cnc(Cl)c(Cl)c1)NCc1ccco1 | i | i | 40* | -4 | -1 | i | i | i | i | i | i

Only part of the results is shown; rates above refer to the full screens.
